Source: PubChem BioAssay (several laboratories)
STK33 inh: inhibitors of purified STK33 kinase, primary screen, biochemical, ADP-Glo luminescence, homogeneous, cell-free; inhibition, % at 10 µM; 320,000 tested, 0.073% active; MBP phosphorylation;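 active means inhibition at or above 25%, using the most active replicate where run in duplicate; inactive means inhibition below 25%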
KCNQ2 block: KCNQ2 potassium channel inhibitors, primary screen, cell-based, CHO-K1, FluxOR thallium flux, B-score (AID 2156) | Potassium voltage-gated channel subfamily KQT member 2 (Rattus norvegicus), O88943 | 20 min; stronger effect = lower value | B-score at 10 µM | 310,000 tested, 1.1% active;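 active means fluorescence ratio B-score at most minus 3 library SDs, with starting brightness B-score within 2 library SDs, cut at about -5.5 in these data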
Target sequence (O88943 whole entry, looked up): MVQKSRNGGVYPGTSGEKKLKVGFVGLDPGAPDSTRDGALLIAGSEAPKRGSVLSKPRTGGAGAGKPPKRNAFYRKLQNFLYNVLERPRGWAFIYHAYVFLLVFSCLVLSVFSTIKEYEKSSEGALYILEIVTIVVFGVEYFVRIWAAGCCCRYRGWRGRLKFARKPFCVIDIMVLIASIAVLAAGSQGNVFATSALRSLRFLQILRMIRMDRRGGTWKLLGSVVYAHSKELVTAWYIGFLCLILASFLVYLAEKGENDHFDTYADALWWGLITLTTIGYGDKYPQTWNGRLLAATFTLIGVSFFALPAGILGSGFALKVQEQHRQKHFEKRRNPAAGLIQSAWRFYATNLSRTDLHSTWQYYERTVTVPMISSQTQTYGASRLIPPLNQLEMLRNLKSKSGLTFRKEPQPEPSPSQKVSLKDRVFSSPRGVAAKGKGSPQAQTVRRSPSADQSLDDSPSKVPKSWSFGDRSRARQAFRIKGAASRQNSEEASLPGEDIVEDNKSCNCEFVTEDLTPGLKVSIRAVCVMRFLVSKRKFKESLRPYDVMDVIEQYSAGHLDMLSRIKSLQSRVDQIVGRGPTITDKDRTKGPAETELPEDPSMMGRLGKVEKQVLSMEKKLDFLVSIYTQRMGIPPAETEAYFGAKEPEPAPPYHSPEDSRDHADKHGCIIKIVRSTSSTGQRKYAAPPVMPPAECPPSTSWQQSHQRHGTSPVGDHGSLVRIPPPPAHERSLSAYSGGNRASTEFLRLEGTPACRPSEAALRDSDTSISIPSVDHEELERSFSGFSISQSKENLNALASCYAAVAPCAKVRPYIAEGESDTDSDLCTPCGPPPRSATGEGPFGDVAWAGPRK
OX1R antag: antagonists of human orexin 1 receptor (OX1R). Orexin/Hypocretin receptor type 1 (Homo sapiens), O43613. OX1R-expressing cells, FRET antagonist read-out. inhibition, % at 6.6 µM. 330,000 tested, 1.8% active. AID 485270, 2010; in the data active means inhibition mostly above about 38%, no sharp cut-off; inactive means mostly below about 40%;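 further: 0% = agonist challenge alone and 100% = reference antagonist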
Numbers without * were called inactive; i = inactive; . = no result given.

The line under a structure holds: STK33 inh, KCNQ2 block, OX1R antag
C/C(=N\Nc1cc(N2CCCCC2)nc(C)n1)c1ccc(Br)cc1
→ -1.2, i, 23.7
CCOCCCNC(=O)c1cn(CC)c2ccc(S(=O)(=O)N3CCOCC3)cc2c1=O
→ -1.9, i, 3.2
O=C(COc1ccc(S(=O)(=O)NCc2ccccc2)cc1Cl)NCc1ccncc1
→ 0.5, i, 32.8
C=CCn1c(=O)c2ccccc2n2c(SCc3nnc(-c4ccccc4Br)o3)nnc12
→ -0.2, i, 5.6
O=C(NC(=S)Nc1ccc(S(=O)(=O)Nc2nccs2)cc1)c1ccccc1
→ 0.3, i, 4.2
Cc1cccc(NC(=O)c2sc3nc(N4CCOCC4)c4c(c3c2N)CCCC4)c1
→ 1.7, i, 4.3
CC1(C)C2CC[C@]3(C)C(CC=C4[C@@H]5C[C@@](C)(CO)[C@@H]6C[C@@]5(CC[C@]43C)C(=O)O6)[C@@]2(C)CC[C@@H]1O (stereo not given in full)
→ 0.0, i, 4.2
CNCCC(Oc1ccccc1OC)c1ccccc1 (stereo not given)
→ -0.3, i, 11.6
O=C(COC(=O)c1ccc(S(=O)(=O)NCc2ccco2)cc1)Nc1ccccc1OC(F)F
→ -1.6, i, 26.6
CCOc1ccccc1N/C=C(\C#N)c1nc2ccccc2n1C
→ -2.5, i, 8.8
O=C(COc1nc2ccccc2nc1N1CCOCC1)NCC(F)(F)F
→ -0.6, i, 6.7
CC(C)C(C)(C#N)NC(=O)CSc1nncn1-c1ccccc1 (stereo not given)
→ -1.8, i, 11.7
Cc1oc(-c2ccccc2F)nc1CN1CCC(C(=O)NCc2cccs2)CC1
→ -0.7, i, 18.6
Cn1c(SCC(=O)c2ccccc2)ncc(C(=O)Nc2ccc(F)cc2)c1=O
→ -1.4, i, -0.2
CS(=O)(=O)C1=NSC2=NC(=O)/C(=C\c3ccc(OC(=O)c4ccco4)cc3)C(=N)N21
→ -2.2, i, 15.7
COc1ccc(CC(=O)OCC(=O)NCc2ccccc2Cl)cc1OC
→ 0.0, i, 4.9
CCCCNC(=O)COC(=O)c1ccc(NC(C)=O)cc1
→ -0.2, i, 10.6
CN1/C(=C\C(=O)CN2C(=O)NC3(CCCCCC3)C2=O)C(C)(C)c2ccccc21
→ 0.5, i, 32.0
COc1ccc(N2CC(C(=O)N/N=C/c3ccccc3)CC2=O)cc1 (stereo not given)
→ -2.4, i, 19.2
COc1cc2c(=O)n(Cc3ccco3)c(=O)n(CC(=O)c3cccc(Br)c3)c2cc1OC
→ -2.3, i, 34.6
CCN(CC)S(=O)(=O)c1ccc2c(c1)nc(SCc1nc3ccsc3c(=O)[nH]1)n2CC
→ 0.0, i, 7.4
COC(=O)COc1ccc2occ(C(C)=O)c2c1
→ -0.7, i, 15.5
Cc1nc(-c2ccccc2O)n(-c2ccccc2)n1
→ 0.1, i, 12.0
O=C1N=NC2=C1c1c3ccccc3c(O)n1CC2
→ 1.7, i, 55.8*
CCOC(=O)c1cnc2ccc(OCC)cc2c1NCCN1CCOCC1
→ -1.1, i, 38.5
OCCCNc1c2ccccc2nc2ccccc12
→ -0.4, i, 9.3
Cc1ccnc(NC(=O)c2ccc(Cl)c(NC(=O)c3ccccc3C)c2)c1
→ 0.9, i, 11.3
Cc1c(O)c2c3c(cccc3c1O)C(=O)N(c1ccccc1)C2=O
→ -0.2, i, 50.9
CCCc1cc(=O)oc2cc(C)cc(OC(C)C(=O)NCc3ccccn3)c12 (stereo not given)
→ -0.8, i, 13.8
CN(C(=O)Nc1cnccc1C(F)(F)F)C1CCCCC1
→ 0.4, i, 10.9

Whole records, looked up by structure:
CCCc1cc(=O)oc2cc(C)cc(OC(C)C(=O)NCc3ccccn3)c12 (stereo not given) in the list: STK33 inh = -0.8; KCNQ2 block = i; OX1R antag = 13.8
C/C(=N\Nc1cc(N2CCCCC2)nc(C)n1)c1ccc(Br)cc1 in the list: STK33 inh = -1.2; KCNQ2 block = i; OX1R antag = 23.7

(more compounds)
The line under a structure holds: STK33 inh, KCNQ2 block, OX1R antag
CC(=O)N(C)c1ccc(NS(=O)(=O)Cc2ccccc2)cc1
→ -0.2, i, 12.9
O=C(Nc1ccon1)c1cc2ccccc2oc1=O
→ -3.8, i, 13.8
CCOc1ccc2nc(S(N)(=O)=O)sc2c1
→ -1.4, i, 8.1
Cc1cc(N2C(=O)C3CCC(c4ccccc4)CC3C2=O)no1 (stereo not given)
→ -1.4, i, 9.5
CCOC(=O)NC(C)N1C(=O)C2C3C=CC(C3)C2C1=O (stereo not given)
→ 0.3, i, 14.6
Cc1c(Cl)cccc1NC(=S)N1CCN(Cc2ccccc2)CC1
→ 0.0, i, 5.8
COc1cc(CNC2CCCC2)cc(OC)c1OC
→ 1.4, i, 14.8
Cn1cnc(S(=O)(=O)Nc2ccc(Cl)c(C(F)(F)F)c2)c1
→ 2.9, i, 19.3
CCOC(=O)Cn1cnc(-c2ccc([N+](=O)[O-])cc2)c1
→ -1.4, i, 26.1
CCCN(CCC)S(=O)(=O)c1ccc(NS(C)(=O)=O)cc1
→ -0.6, i, 16.8
NCCCC[C@H](N)c1nnc([C@H](CC(=O)O)NC(=O)C2CCNCC2)o1
→ -1.8, i, 15.3
Cc1ccccc1-n1nc2c(c1NC(=O)/C=C\c1ccc3c(c1)OCO3)CSC2
→ 0.6, -6.65*, 21.4
Cc1ccc(S(=O)(=O)NCC(=O)NCC(=O)NC(C)c2ccccc2Br)cc1C (stereo not given)
→ -0.3, i, 15.2
Cc1ccc(C(C(=O)NC(C)(C)C)N(Cc2cccs2)C(=O)c2ccc3c(c2)OCCO3)cc1 (stereo not given)
→ -0.2, i, 19.6
O=S(=O)(NCC(c1ccccc1)N1CCC(O)CC1)c1ccc(Cl)cc1 (stereo not given)
→ 0.2, i, 7.2
CCCCNC(=S)NNC(=O)c1ccncc1
→ ., i, 15.9
OCCC1CN(Cc2cccn2-c2cccnc2)CCN1CCc1ccccc1 (stereo not given)
→ 1.2, i, 22.6
CCOc1ccc(CCNC(=O)CN2C(=O)NC3(CCc4ccccc43)C2=O)cc1OCC (stereo not given)
→ -0.8, i, 10.4
NC(=O)c1ccc(-n2nnnc2SCC(=O)c2ccc(O)c(O)c2)cc1
→ -1.3, i, 12.6
CSc1nc2ncc3c(n2n1)CC(C)(C)CC3=O
→ -4.1, i, 17.4
CCOC(=O)c1c(C)[nH]c(N=Nc2cc(C(=O)O)cc(C(=O)O)c2)c1C
→ -1.1, i, 12.1
COc1ccccc1NC(=O)c1ccc(NC(=O)COC(=O)c2cncc(Br)c2)cc1
→ -1.5, ., 4.3
CCc1c(C)nc(N2CCN(c3ccc(OC)cc3)CC2)[nH]c1=O
→ -0.8, i, 12.7
Cc1ccc2c(c1)-c1cc(C)nn1C(c1ccc3c(c1)OCO3)N2 (stereo not given)
→ -0.2, i, 10.5
CCCC(=O)Nc1ccc(NC(=S)NC(=O)c2cccs2)cc1
→ -1.5, i, 28.1
Cc1ccc(C(C)C)cc1OCCN1CCCC1
→ 1.5, i, 4.9
CCOC(=O)c1c(NC(=O)c2cccs2)sc(C)c1C
→ -0.7, i, 26.1
COc1ccc(-c2csc(Nc3ccccn3)n2)cc1
→ 0.0, i, 43.2
Cc1cc2sc(NC(=O)c3ccco3)nc2cc1Cl
→ -1.2, i, 4.6
Cc1ccc2[nH]c(=O)c(COC(=O)c3ccccn3)cc2c1
→ -0.5, i, 6.6

Following part.
The line under a structure holds: STK33 inh, KCNQ2 block, OX1R antag
Cc1ccc(N(CC(=O)NC2CCCC2)C(=O)CNC(=O)c2cccs2)cc1C
→ -3.3, i, 15.2
Cc1cccc(/C=C2\Sc3ccc(C(=O)N4CCCCC4)cc3N(C)C2=O)c1
→ -1.0, i, 0.1
CN1CCc2cc3c(c4c2C1CC41CCC(=NO)CC1)OCO3 (stereo not given)
→ -1.6, i, 21.0
Cc1cc(Br)c(NC(=O)C(C)Sc2nnnn2C)c(Br)c1 (stereo not given)
→ -0.4, ., 15.2
CC(C)c1ccc(CN2CCN(C(=O)CSc3nnnn3C3CC3)CC2)cc1
→ 0.5, ., 5.9
CC1(C)NC(=O)N(CCCSc2ccc(Cl)cc2)C1=O
→ 0.5, i, 13.3
COC(=O)c1cc(Cl)c(NC(=O)c2cc(OC)c(OC)c(OC)c2)cc1OC
→ -3.9, i, 0.7
COc1cc(Cl)c(C)cc1NC(=O)CSc1nnc(CCC(=O)O)c(=O)[nH]1
→ -1.8, i, 16.5
CCN(CC)c1ccc(S(=O)(=O)N2CCOCC2)cc1NC(=O)CN1CCN(Cc2ccccc2)CC1
→ -0.5, i, 2.2
CN1C(=S)SC(C)(C)C1NO (stereo not given)
→ -0.6, i, 7.2
O=C(CP(=O)(c1ccccc1)c1ccccc1)Nn1cnnc1
→ -0.7, i, 2.7
COc1ccnc(N2CCN(c3cccc(C(F)(F)F)c3)CC2)c1C#N
→ 0.6, i, 5.5
CC(CCc1ccccc1)NC(=O)CNC(=O)N1CC(=O)Nc2ccccc21 (stereo not given)
→ -1.7, i, 11.7
N#C/C(=C\c1ccc(F)c(F)c1)C(=O)NC1CCCCC1
→ -0.5, i, 14.1
Cc1ccc(S(=O)(=O)c2nc(-c3ccco3)oc2SCC(N)=O)cc1
→ 0.9, i, 14.4
Cc1ccccc1CN1C(=O)c2ccccc2Sc2ccc(C(=O)NCCCN3CCOCC3)cc21
→ -1.6, i, 4.4
O=C(COC(=O)c1ccco1)Nc1nc2ccc([N+](=O)[O-])cc2s1
→ 1.0, i, 22.9
CCCCN1C(=O)/C(=C(/C#N)C(=O)N2CCCC2)c2ccccc21
→ -1.3, i, 12.3
COc1ccc(CCNC(=O)c2cc(S(=O)(=O)N3CCOCC3)cn2C)cc1OC
→ 1.1, i, 9.6
Cc1ccc(NC(=O)C[n+]2cc(-c3ccccc3)n3c2CCC3)c(C)c1
→ -0.3, i, 10.3
C/C(=N\N1CCN(c2ccccc2)CC1)c1ccco1
→ -1.8, i, 11.4
COc1ccc(CC(=O)Nc2nc(C)cs2)cc1
→ 0.2, i, 5.6
Cc1ccc(C2N(c3nccs3)C(=O)C3CCCN32)cc1 (stereo not given)
→ -1.1, i, 12.1
Cc1nc(C)c(C(=O)N/N=C/c2ccco2)s1
→ -0.4, i, 17.1
N[C@@H](CO)c1nnc([C@H](CCC(=O)O)NC(=O)C2CCNCC2)o1
→ -0.4, i, 26.6
N#Cc1c(NC(=O)CSc2ncnc3sccc23)oc(-c2ccco2)c1-c1ccco1
→ 0.6, i, 30.2
Cc1cccc(NC(=S)NN2CCN(C)CC2)c1
→ 0.2, i, -1.3
Cc1ccc(Cc2c(C)[nH]c(=S)[nH]c2=O)cc1
→ -2.2, i, 0.5
COC(=O)C1Cc2c([nH]c3ccccc23)C(C)N1 (stereo not given)
→ -2.1, i, 11.3
O=S(=O)(c1cccs1)N1CN(C2CCCC2)c2nc3ccccc3nc21
→ -2.0, i, 18.4

Next section.
The line under a structure holds: STK33 inh, KCNQ2 block, OX1R antag
COc1ccc(-n2ccnc2SCC(=O)Nc2ccc(OC)cc2OC)cc1
→ 1.1, i, 10.3
S=C(N/N=C1\C2CN3CCN(C2)CC1(c1ccccc1)C3)Nc1ccccc1
→ 0.7, i, 13.2
CS(=O)(=O)N(Cc1ccccc1)c1ccc(C(=O)NN=C2CCCCCC2)cc1
→ 0.1, i, -8.2
Cc1ccc(CN2CC(C(=O)Nc3ccc(F)c([N+](=O)[O-])c3)CC2=O)cc1 (stereo not given)
→ -1.9, i, 19.9
NNC(=O)c1cc(C2CC2)nc2ccc(Br)cc12
→ -0.9, i, .
Cc1cc(Br)c(OCc2ccc(C(=O)N/N=C/c3ccc[nH]3)cc2)c(Br)c1
→ -1.0, ., 11.7
COc1ccc(C2C3=C(NCCN=C3c3ccccc3)C(=O)N2c2ccccc2)c(OC)c1 (stereo not given)
→ ., i, 17.7
CC(C)=CCc1c(O)cc2c(c1O)C(=O)CC(c1ccccc1)O2 (stereo not given)
→ -0.6, i, 4.7
Cc1ccc(-c2cc(-c3c(C)nn(C)c(=O)c3N)[nH]n2)cc1
→ -1.3, i, 15.1
CC1=C(C(=O)Nc2ccc(C)cc2C)C(c2cccc(Cl)c2)n2nc(C(=O)OC(C)C)nc2N1 (stereo not given)
→ -0.7, i, 11.3
O=C(O)CCN(Cc1ccccc1)S(=O)(=O)c1ccc(Cl)cc1F
→ 1.0, i, 38.6
COc1ccc(C(=O)NC2CCN(Cc3ccccc3)C2)cc1S(=O)(=O)N1CCOCC1 (stereo not given)
→ -0.2, ., 4.1
COc1ccc(CNC(=O)CN(Cc2ccccc2Cl)C(=O)c2csnn2)cc1
→ -1.9, i, 31.9
COc1ccccc1C(CCNS(=O)(=O)c1ccc(C)cc1)c1ccco1 (stereo not given)
→ ., i, 17.9
Cc1noc(C)c1C(=O)OCC(=O)Nc1ccccc1SCC#N
→ 3.9, ., 0.2
O=C(Cn1cnc2ccccc2c1=O)NCC(=O)N1CCOCC1
→ -1.1, i, 5.3
Cc1noc(/C=C/N(C)C)c1S(=O)(=O)N1CCCC(C(=O)Nc2ccccc2F)C1 (stereo not given)
→ -1.0, i, 7.3
Cc1cc(C)c(S(=O)(=O)NCC23C=CC(O2)C2C(=O)N(c4ccccc4)C(=O)C23)c(C)c1 (stereo not given)
→ -5.1, i, 14.2
CCOC(=O)CC(=O)CSc1nc(-c2cccnc2)cc(C)c1C#N
→ ., i, 39.7
COc1cc2c(cc1OC)C(c1ccc(C)cc1)NC(=O)C2 (stereo not given)
→ -2.9, i, .
O=C1c2ccccc2CN1C(CO)Cc1ccccc1 (stereo not given)
→ -1.8, i, -5.2

In a second layout: entries from further up.
> Cc1cc(C)c(S(=O)(=O)NCC23C=CC(O2)C2C(=O)N(c4ccccc4)C(=O)C23)c(C)c1 (stereo not given)
  STK33 inh = -5.1	KCNQ2 block = i	OX1R antag = 14.2

> COc1cc2c(cc1OC)C(c1ccc(C)cc1)NC(=O)C2 (stereo not given)
  STK33 inh = -2.9	KCNQ2 block = i	OX1R antag = .
